# SMN2 splice enh: qHTS Assay for Enhancers of SMN2 Splice Variant Expression | actives 2.8% (n = 210,000) | Potency, µM (doses to about 46.1 µM), for the others: at the highest dose activity change, positive = activation, hits mostly activators | HEK293 SMN2-luciferase splicing reporter, luminescence, 30-36 h | AID 1458, 2008; further: % of control where 0% means no effect; nearly all actives have a fitted effect of over 55% in size
#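 HEK293 cells carry an SMN2 minigene-luciferase reporter in which exon 7 inclusion puts luciferase in frame. Cells were seeded at 2000 cells/well, attached for 10-12 hours, then exposed to compounds for 30-36 hours at 37C before ONE-Glo luminescence.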
# ALDH1A1 block: qHTS Assay for Inhibitors of Aldehyde Dehydrogenase 1 (ALDH1A1). actives 7.3% (n = 220,000). Purified ALDH1A1, NADH fluorescence, propionaldehyde substrate. Potency, µM (doses to about 75.3 µM), for the others: at the top dose activity, negative = inhibition, actives largely listed as inhibitors; active means well fitted inhibition curve with a large enough effect, not every such curve was filed as active; inconclusive means small, poorly fitted or top-dose-only effect, or another doubt; inactive means no such curve, though single readings can be large or run the other way;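 further: plate controls were no enzyme wells and a reference inhibitor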
# Target sequence (P00352 whole entry, looked up): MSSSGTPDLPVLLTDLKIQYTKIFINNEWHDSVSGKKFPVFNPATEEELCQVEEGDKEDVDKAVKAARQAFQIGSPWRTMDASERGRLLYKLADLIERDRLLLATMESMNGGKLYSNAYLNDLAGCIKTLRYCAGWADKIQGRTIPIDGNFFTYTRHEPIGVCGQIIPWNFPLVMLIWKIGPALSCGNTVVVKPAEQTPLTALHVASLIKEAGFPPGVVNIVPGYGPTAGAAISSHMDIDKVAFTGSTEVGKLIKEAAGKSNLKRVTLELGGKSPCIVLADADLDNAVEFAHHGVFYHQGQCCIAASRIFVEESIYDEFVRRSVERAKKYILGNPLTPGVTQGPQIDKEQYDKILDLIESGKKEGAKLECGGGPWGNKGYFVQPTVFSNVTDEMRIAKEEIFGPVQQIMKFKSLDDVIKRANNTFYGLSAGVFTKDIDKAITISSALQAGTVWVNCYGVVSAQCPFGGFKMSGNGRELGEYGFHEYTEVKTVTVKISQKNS
# RECQ1 helicase: qHTS Assay for Inhibitors of RecQ-Like Dna Helicase 1 (RECQ1); actives 0.54% (n = 240,000); Potency, µM (titrated, usually from 57.3 µM), for the others: at the top dose activity, negative = inhibition, usual class: inhibitors; RECQ1 DNA unwinding, red fluorescence kinetic read; ATP-dependent DNA helicase Q1 (Homo sapiens), P46063;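 further: plate controls were vehicle for no effect and no enzyme for full effect; nearly all actives have a fitted effect of over 30% in size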
#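 RECQ1T1 50 nM; forked duplex (20 bp + 30-nt ss tails) 200 nM, ATP 2 mM final; pH 8.0, 2 mM MgCl2, 2.5 ug/ml poly(dI-dC); 15 min compound preincubation; discontinuous kinetic read over 2 h at RT.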
# L3MBTL1 block: qHTS Assay for the Inhibitors of L3MBTL1; Lethal(3)malignant brain tumor-like protein 1 (Homo sapiens), Q9Y468; AlphaScreen L3MBTL1–H3K9me1 peptide binding; Potency, µM (doses to about 57.1 µM), inactives show at the highest dose activity, negative = inhibition, most hits filed as inhibitors; actives 0.66% (n = 230,000); AID 485360, 2010; further: on the % scale 0 is the no-effect control and ±100 the full control effect; nearly all actives have a fitted effect of over 60% in size
#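 L3MBTL1 (50 nM) pre-complexed 30 min with biotinylated H3(1-15)K9me1 peptide (75 nM), then compounds added for 30 min at room temperature; AlphaScreen streptavidin donor/nickel chelate acceptor beads (10 ug/mL final) read after 30 min dark incubation.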
# Lamin A splicing: qHTS Assay for Modulators of Lamin A Splicing; Potency, µM (highest dose often 46.1 µM), for the others: at the highest dose ratio change, negative = inhibition, usual class: inhibitors; AID 1487, 2009; actives 0.01% (n = 200,000); HeLa LMNA splicing GFP/RFP minigene ratio, 48 h; active means well fitted inhibition curve with a large enough effect in the signal ratio, with a control signal flat, not every such curve was filed as active; inconclusive means small, poorly fitted or top-dose-only effect, or effect the other way, or a change in a side signal; the % refers to the signal ratio; further: on the % scale 0 is the no-effect control and ±100 the full control effect
#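 Read-out is the ratio of GFP to DsRed2 object intensity, acquired by 488 nm laser-scanning cytometry on HeLa lamin A-EGFP minigene reporter cells. Compound incubation 48 hrs at 37 °C in Opti-MEM with 2% FBS; DMSO 0.5% final.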
# KDM4E inh: qHTS Assay for Inhibitors of Human Jumonji Domain Containing 2E (JMJD2E); AID 2147, 2009; actives 1.6% (n = 230,000); JMJD2E catalytic domain, FDH-coupled NADH fluorescence (FDH is formaldehyde dehydrogenase); Lysine-specific demethylase 4E (Homo sapiens), B2RXH2; Potency, µM (titrated, usually from 57.1 µM), for inactives: top-dose activity change, negative = inhibition, most hits filed as inhibitors; active means well fitted inhibition curve with a large enough effect, not every such curve was filed as active; inconclusive means small, poorly fitted or top-dose-only effect, or another doubt; inactive means no such curve, though single readings can be large or run the other way;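 further: 0% = wells with enzyme and -100% = buffer wells without enzyme; nearly all actives have a fitted effect of over 50% in size; many of its hits are not listed in these tables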
# Target sequence (B2RXH2 1-337 limits assumed): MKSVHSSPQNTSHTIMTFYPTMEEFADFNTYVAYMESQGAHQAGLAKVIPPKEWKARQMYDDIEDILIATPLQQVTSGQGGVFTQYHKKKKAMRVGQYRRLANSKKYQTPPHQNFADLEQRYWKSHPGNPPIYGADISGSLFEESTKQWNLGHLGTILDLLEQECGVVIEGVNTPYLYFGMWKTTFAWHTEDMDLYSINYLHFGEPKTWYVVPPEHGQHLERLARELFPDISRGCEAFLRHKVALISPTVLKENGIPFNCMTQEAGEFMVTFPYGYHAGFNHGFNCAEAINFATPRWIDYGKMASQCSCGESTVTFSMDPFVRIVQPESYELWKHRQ
# Tau fibril ThT: qHTS for Inhibitors of Tau Fibril Formation, Thioflavin T Binding; Potency, µM (doses to about 57.4 µM), for the others: at the highest dose activity, negative = inhibition, usual class: inhibitors; recombinant tau K18 P301L (four-repeat tau fragment), heparin-induced fibrillization, ThT fluorescence; actives 2.1% (n = 270,000); further: on the % scale 0 is the no-effect control and ±100 the full control effect; nearly all actives have a fitted effect of over 55% in size
# Target sequence (P10636 561-689 P618L limits assumed): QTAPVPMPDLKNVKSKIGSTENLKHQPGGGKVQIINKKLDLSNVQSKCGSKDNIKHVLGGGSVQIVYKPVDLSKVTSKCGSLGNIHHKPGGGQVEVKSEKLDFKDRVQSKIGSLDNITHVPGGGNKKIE
#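 Heparin-induced (20 uM) aggregation of recombinant human K18 P301L tau, 15 uM unlabeled with 0.24 uM labeled, pH 7 acetate buffer, 6 hr at 37 C with compound. Fibrils quantified by 30 uM ThT fluorescence after 1 hr ambient incubation.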
# KinaseGlo FLuc: Counterscreen for Luciferase (Kinase-Glo TM) Inhibition. Kinase-Glo luciferase, ATP luminescence, 8 min. Potency, µM (doses to about 38.3 µM), for the others: top-dose activity change, negative = inhibition, hits mostly inhibitors. actives 0.28% (n = 200,000). AID 1379, 2008; further: on the % scale 0 is the no-effect control and ±100 the full control effect; nearly all actives have a fitted effect of over 60% in size
#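 Substrate mix (final 50 mM imidazole pH 7.2, 50 mM KCl, 7 mM MgCl2, 10 uM ATP, 0.01% Tween 20, 0.05% BSA) plus pin-tool compound, then Kinase-Glo detection mix; 8 min ambient, luminescence read.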
# Numbers without * were called inactive; i = inactive; u = inconclusive; x = no result given; & = joins results of further samples; [ ] = remark or other dose. Unless noted, the call rests on the fitted dose curve; in most records, active means well fitted curve in the direction sought with a large enough effect; inconclusive means small, poorly fitted or top-dose-only effect, or another doubt; inactive means no such curve, though single readings can be large; an effect the other way counts as inactive or inconclusive. Potency means the concentration at half of the fitted maximal effect.
canonical_smiles	SMN2 splice enh	ALDH1A1 block	RECQ1 helicase	L3MBTL1 block	Lamin A splicing	KDM4E inh	Tau fibril ThT	KinaseGlo FLuc
CN(C)CCNC(=S)Nc1ccccc1C(C)(C)C	0.2%	2.6%	i	-0.4%[11.4 µM]	-10.8%[46 µM]	15.4%	4.7%	1.3%
CCOC(=O)c1cnc2c(-c3cccc(Br)c3)cnn2c1C	x	5.6%	-6.2%	3.7%	-8.9%	1.9%	-15.4%	x
CC12C(=O)N(c3ccccc3C(=O)O)C(=O)C1C1C=CC2C1 (stereo not given)	x	u	-8.6%	-1.8%	-4.0%	-5.9%	-17.1%	x
CCOC(=O)C(C)Oc1ccccc1C1NC(=O)NC(C)=C1C(=O)Nc1ccc(C)c(C)c1 (stereo not given)	-0.3%	5.1%	3.6%	-2.9%[11.4 µM]	2.1%	u	-3.0%	0.0%
C=CCc1cccc(/C=N/c2ncn[nH]2)c1O	27.4%	9.2%	0.9%	x	-4.7%	3.9%	-11.0%	1.1%
CC(Cn1nnc2ccccc21)C(=O)O (stereo not given)	x	6.0%	-8.1%	-8.0%	-10.2%[46 µM]	-1.2%	-11.8%	1.4%
N#CCCN(C(=S)NC(=O)c1ccco1)c1ccccc1F	11.1%	7.94µM*	-0.7%	1.2%	13.1%[46 µM]	-6.5%	-2.9%	3.6%
Cc1cccc(/C=N/n2c(C)nnc2C)c1	1.4%	4.0%	i	5.7%	8.1%	14.1%	6.4%	0.3%
Cc1cccc(N=c2oc3cc(O)ccc3cc2C(N)=O)c1	-7.1%	u	i	-5.9%	u	u	u	-1.0%
CNC(=O)C1(C)C=CCN1C(=O)c1ccccc1 (stereo not given)	0.0%&-5.1%	6.0%&7.6%	-3.9%&-7.0%	6.0%	-4.8%	1.1%&4.9%	-6.9%&-0.6%	-1.2%&-5.6%
O=Cc1ccc(Sc2nnc(-c3ccccc3)o2)c([N+](=O)[O-])c1	0.7%	7.94µM*	-16.4%	x	u	0.4%	17.8µM*	-3.2%
Nc1nc(-c2ccco2)nn1C(=O)c1cccnc1	-5.4%	12.5%	-3.0%	7.2%	-5.3%	4.2%	u	-2.2%
S=c1nc(-c2cccc(Cl)c2)[nH][nH]1	-10.9%	u	-4.2%	x	x	u	-2.2%	2.0%
CC(C)CCNC(=O)c1ccc2c(SCC(=O)O)c3c(nc2c1)CCCC3	8.5%	u	-13.3%	-14.8%	-3.9%	-24.6%	u	3.0%
O=C(CSc1nc2ccc(Nc3nc(N4CCOCC4)nc(N4CCOCC4)n3)cc2s1)NCc1ccco1	-15.7%	-6.3%	-11.0%	x	x	-21.2%	-20.6%	-2.9%
CC(C)(CC(=O)O)CC(=O)Nc1ccccc1Oc1ccccc1	x	3.2%	i	-4.7%	-3.6%[46 µM]	-16.4%	-1.8%	x
O=C(Cn1nnc(-c2ccc(N3CCOCC3)cc2)n1)OC1CCCCC1	-25.6%	u	-5.4%	-8.3%	-0.5%	-29.5%	u	-4.6%
Cc1[nH]c2ccccc2c1Cc1n[nH]c(=S)o1	5.4%	u	-7.4%	x	-0.3%	-14.2%	-15.2%	19.4%
Cc1cccc(N2CCN(c3cccc(C)c3)C2c2cccnc2)c1	-7.3%	6.5%	-12.2%	x	2.7%	-8.6%	u	-1.0%
Cc1ccc(C(=O)OCC(=O)NC2CCCCC2)s1	10.0%	5.8%	u	u	u	-5.5%	2.0%	-0.7%
Cc1ccccc1NC(=O)Cc1nnc(SCC(=O)c2ccc(Br)cc2)n1C	-15.1%	u	-8.1%	x	12.1%	-2.2%	-15.7%	-0.3%
CCSC1=NN2CCS(=O)(=O)N=C2S1	-2.4%	2.1%	-6.7%	u	-15.9%[46 µM]	2.5%	-1.3%	-2.0%
NNS(=O)(=O)c1ccc(Cc2ncc(C(F)(F)F)cc2Cl)s1	-13.9%	3.16µM*	-10.5%	x	-18.5%	-0.9%	-15.4%	1.4%
COc1ccc(Oc2c(Cl)cnn(-c3ccccc3)c2=O)cc1	u	8.4%	-0.8%	6.0%	-5.4%	3.1%	-2.8%	-4.5%
N#C/C(C(=O)Oc1ccccc1)=C1\C=Cc2ccccc2N1	-4.7%	u	i	66.5%[activator]	-5.1%	u	12.5%	-1.4%
COc1ccc(S(=O)(=O)NCc2ccc(C(=O)N(C)Cc3ccco3)cc2)cc1	-14.9%	u	i	x	-9.0%	8.4%	-4.4%	20.7%
CSc1cccc(NC(=S)N(CCCN2CCCC2)Cc2cccs2)c1	-27.8%	-2.4%	-2.4%	x	x	-1.0%	-8.7%	-3.1%
COc1cc(/C=C(\NC(C)=O)C(=O)Nc2ccc(NC(C)=O)cc2)ccc1OC(C)=O	7.7%	0.251µM*	-0.4%	5.6%	-10.5%	10.7%	-4.8%	-0.2%
O=C(COC(=O)Cc1n[nH]c(=O)c2ccccc12)Nc1ccc(Cl)cc1F	-0.4%	8.8%	i	5.6%	1.6%[46 µM]	3.1%	-10.3%	-1.1%
O=C(O)CCC(=O)NC1CCCCC1	-2.4%	-8.4%	0.0%	x	-15.9%	0.7%	-4.2%	-1.7%
NS(=O)(=O)c1cccc(NC(=O)COC(=O)CC2CC3CCC2C3)c1 (stereo not given)	x	-11.7%	-3.7%	x	x	3.2%	-0.1%	x
CCOc1cc(NC(=S)NCC2CCCO2)c(OCC)cc1NC(=O)c1cccc(F)c1 (stereo not given)	-12.7%	-12.8%	i	-6.7%	x	1.2%	6.5%	-4.3%
O=C(CSc1nc(-c2ccco2)cc(C(F)(F)F)n1)N1CCCc2ccccc21	-8.0%	12.2%	-0.2%	-3.4%	-1.8%	u	-8.0%	0.3%
Cc1nc(N)nc2c1CCCC2	7.7%	3.1%	10.2%	x	7.3%	u	-10.5%	-3.0%
O=C(CCN1C(=O)c2ccccc2C1=O)N1CCN(c2ccccc2)CC1	4.2%	7.5%	-3.1%	3.8%	-1.5%	8.0%	-1.8%	-0.5%
COc1ccc(OC)c(NC(=S)N2CCC(C(O)(c3ccccc3)c3ccccc3)CC2)c1	-0.8%	0.4%	-0.4%	-24.8%	u	-4.1%	-11.1%	1.4%
O=C(NCc1cccnc1)C1CC(=O)N(C2CCCCC2)C1 (stereo not given)	-11.9%	6.6%	-20.6%	3.8%	-5.1%	5.0%	2.2%	-5.6%
COc1cc(CNn2cn[nH]c2=S)cc(Cl)c1OCc1ccccc1	-25.7%	u	-4.8%	-1.8%	14.2%	0.9%	-17.7%	-3.0%
CCC(C)NS(=O)(=O)c1ccc(S(=O)(=O)Nc2cc3c(cc2C(C)=O)OCO3)cc1 (stereo not given)	-11.3%	u	-16.7%	-3.6%	u	-9.8%	-1.7%	12.2%
CCOCCCNC(=O)C(NC(=O)C1CCC(=O)N1)c1ccc(C)cc1 (stereo not given)	x	5.4%	-4.5%	2.3%	2.3%	4.6%	-6.4%	x
Nn1c(Cc2ccccc2F)nnc1SCCOc1ccc(Cl)cc1	-6.3%	u	-1.2%	1.8%	u	-6.4%	-3.1%	0.9%
O=C(CN1CCN(c2ccc(Cl)cc2)CC1)NCc1ccccc1	x	2.4%	-1.2%	-3.3%	x	0.3%	-10.5%	x
Cc1ccc(/C=N/N=C/c2ccc(C)cc2)cc1	u	12.7%	-4.3%	9.0%	-7.2%	3.1%	0.9%	-3.4%
O=c1c2c(-c3ccc(Cl)cc3)csc2nc2n1CCC2	-9.7%	15.0%	-0.5%	2.2%	2.5%	5.8%	-5.0%	-2.0%
CCOc1ccc(N(CC(=O)Nc2ccc(OC)cc2)S(C)(=O)=O)cc1	11.5%	17.8µM*	-6.3%	-5.3%	0.3%	5.0%	-5.4%	-3.9%
CC(CC(=O)Nc1ccc(Cl)c([N+](=O)[O-])c1)c1ccccc1 (stereo not given)	-9.8%	-15.2%	u	-8.6%	19.9%	1.8%	u	-1.8%
CCOc1ccc(-n2c(=O)c3c(C)c(C(=O)N(C)C)sc3n(CC(=O)Nc3ccccc3F)c2=O)cc1	-13.8%	6.8%	-4.5%	x	x	5.2%	-2.8%	-0.3%
Cc1ccc(-c2nsc(SCC(=O)Nc3ccc4c(c3)OCO4)n2)cc1	13.2%	-2.2%	-4.2%	10.0%	-9.5%	-1.8%	-12.4%	5.0%
N#Cc1c(N)nc2c(c1-c1ccncc1)CCCCC2	-15.6%	u	-7.6%	-1.8%	1.3%	u	2.6%	-0.4%
Cc1ccc(S(=O)(=O)Nc2ccccc2-c2ccccc2)cc1	-12.5%	-0.7%	-9.3%	7.4%	u	-6.1%	-9.1%	-1.8%
COc1ccc(N2C(=O)c3ccccc3NC23CCCCC3)cc1	12.6µM*	u	-12.4%	8.7%	2.1%	u	-4.0%	8.6%
CN1c2cccc3cccc(c23)N(C)C1c1cccs1	8.4%	u	18.6%	-22.2%	16.3%	0.1%	u	-2.4%
COc1cccc(/C=C/C(=O)OCC(=O)NCC2CCCO2)c1OC (stereo not given)	-4.8%	6.8%	-6.9%	37.4%[activator]	-5.0%	0.9%	-0.2%	-2.3%
Cc1cccc(NC(=S)N2CCOCC2)c1C	3.6%	-2.1%	5.2%	1.0%	4.8%	-8.3%	-7.1%	3.4%

# The list is partial (hit frequency here may not be typical).
